# NCI-60 one-dose screen, 48 h, at 10 µM unless noted. Numbers give growth in % (100 = growth as untreated, 0 = no growth, -100 = all killed).
# SF-539 – SF-539 CNS cancer. 81,000 tested, 6.8% active. AID 1794752
# ACHN – ACHN renal cancer | 81,000 tested, 4.9% active
# SNB-19 – SNB-19 CNS cancer cells | 81,000 tested, 2.5% active | AID 1794751
# SNB-75 – SNB-75 CNS cancer. 79,000 tested, 5% active. AID 1794750
# A498 – A498 renal cancer cells. 76,000 tested, 5.4% active
# RXF 393 – RXF 393 renal cancer cells | 77,000 tested, 6.9% active | AID 1794773
# CAKI-1 – CAKI-1 renal cancer; 75,000 tested, 4.7% active
# SF-268 – SF-268 CNS cancer cells; 82,000 tested, 3.1% active; AID 1794759
# * = called active by the depositor; / = not tested or not shown; & = joins results of further samples; [ ] = remark or other dose. How the source made its calls: active means growth percent below 10; inactive means the rest.
SMILES	SF-539	ACHN	SNB-19	SNB-75	A498	RXF 393	CAKI-1	SF-268
c1cncc(-c2ccnc3ccnn23)c1	/	102	108	105	47	112	98	108
O=C1c2cccc3c2C2(O)c4c1cccc4C(=O)c1cccc(c12)C3=O	119	118	100	102	70	112	101	114
COC(=O)C(Br)C(O)c1ccc(OC)c(OC)c1 (centres undefined)	93	108	103	96	97	110	104	108
CCCCCCCCCCSC(=N)N	68	50	67	81	95	46	46	74
COc1ccc(-c2cnc3[nH]c(-c4cc(OC)ccc4OC)c(C#N)c(=O)n23)cc1	98	102	97	91	105	102	87	96
c1ccc(Nc2ncc3c(n2)-c2cn(-c4ccccc4)cc2CC3)cc1	92	65	88	99	35	83	65	95
CC[C@H](Nc1nc(N)nc(C)c1C#N)c1nc2cccc(NCCCCCC(=O)NO)c2c(=O)n1-c1ccccc1	46	52	71	5.5*	-30*	-6.9*	36	56
CCCCC/C(C)=N/Nc1ccc([N+](=O)[O-])cc1[N+](=O)[O-]	92	66	93	84	90	105	79	86
COc1cccc(CNCCN2C(=O)c3ccc4c5c(ccc(c35)C2=O)C(=O)N(CCNCc2cccc(OC)c2)C4=O)c1	98	76	84	120	/	87	95	74
COc1cc2ncnc(Nc3ccc(C(=O)/C=C/c4ccc(Cl)c(F)c4)cc3)c2cc1OC	99	101	108	91	107	/	100	104
C/C(=N\NC(=O)c1ccc(S(N)(=O)=O)cc1)c1cc2ccccc2o1	91	106	101	88	/	115	101	105
O=S(=O)(O)C1=CC(=N\Cl)/C=CC/1=N/Cl	110	96	107	89	98	/	77	101
CCN(CC)CCSCCNc1c(C)cnc2ccc(Cl)cc12	99	104	105	93	114	82	113	98
Cc1ccc2nc(NC(=O)CSc3nc(-c4ccncc4)c(C#N)c(=O)[nH]3)sc2c1	95	99	99	82	99	113	82	96
CSc1nc(NCC(C)C)nc(NCC(C)C)n1	/	/	90	100	88	90	87	104
C[C@@H](Nc1cc(F)cc(F)c1)c1cc(C(=O)N(C)C)cc2c(=O)cc(N3CCOCC3)oc12	24	50	64	-8.6*	-38*	-16*	34	57
Cc1ccc(Nc2nc(=O)[nH]c(N)c2N=O)cc1C	96	89	108	102	110	109	87	108
CC(C)OC(=O)C#N	102	104	103	93	69	96	102	102
COc1ccc(NCC(=O)Nc2ccccn2)cc1	94	100	101	96	114	103	70	99
COc1cc(NC(=O)c2cncnc2Nc2ccc(OCc3cccc(F)c3)c(Cl)c2)cc(OC)c1	84	80	88	82	84	99	90	98
CCc1nnc2n1N=C(c1ccc(Br)cc1)CS2	95	102	91	106	91	92	77	90
CC(=O)OCC1O[C@@H](OC(C)=O)C(NC(=O)c2cn(C3CC3)c3cc(N4CCN(C(C)=O)CC4)c(F)cc3c2=O)[C@@H](OC(C)=O)[C@@H]1OC(C)=O (some centres undefined)	100	110	105	113	96	124	102	97
CCOC(=O)C12CC=CC(CCC1)/C2=N\Nc1ccccc1 (centres undefined)	94	82	91	94	93	108	69	103
CC(C)(C)c1nn(-c2ccccc2)c2c1COCN2Cc1cccnc1	90	86	91	81	92	90	/	107
O=c1[nH]c(NC2CCCC2)nc2sc3c(c12)CCCC3	95	105	106	77	78	98	/	88
O=C1/C(=C/c2ccc(Cl)cc2Cl)CN(S(=O)(=O)c2ccccc2)C/C1=C\c1ccc(Cl)cc1Cl	-54*	2.0*	39	28	76	-87*	-66*	5.0*
Fc1cc(-c2nn(CN3CCOCC3)c(=S)n2/N=C/c2ccc(Cl)cc2)c(Cl)cc1Cl	111	110	104	114	110	124	/	129
CC1(C)CC2=C3C=C[C@@H]4[C@@]5(C)CC[C@H](O[C@@H]6O[C@H](CO)[C@@H](O)[C@H](O)[C@H]6O)C(C)(C)[C@@H]5CC[C@@]4(C)[C@]3(C)CC[C@@]2(C(=O)O)CC1=O	89	105	110	70	100	100	96	96
CCCCCCCC/C=C\CCCCCCCCOc1ccccc1CC(=O)NCC[N+]1(C)CCCC1	99	107	60	79	93	/	97	69
O=C(Nc1ccccc1CNc1nc(Nc2ccc(OCCN3CCCC3)cc2)ncc1Cl)NC1CCCCC1	84	78	92	97	75	57	94	73
CCOC(=O)c1c(Nc2ccccc2)nn2c(-c3ccccc3)c(C#N)cnc12	98	103	104	89	62	108	93	109
O=C(Cn1ccc(=O)[nH]c1=O)Nc1ccc(O)c([N+](=O)[O-])c1	97	104	105	81	129	115	98	121
COc1cc2oc(-c3cccc(NC(=O)c4cc(NC(=O)[C@H](C)NC(=O)OC(C)(C)C)ccc4Cl)c3)cc(=O)c2c(OC)c1OC	82	70	68	96	52	59	55	71
NC(=S)N/N=C/c1cn(-c2ccc(C(=O)O)cc2)nc1-c1ccc(C(=O)O)cc1	95	101	99	99	100	110	93	98
O=C1NC(=O)/C(=C/c2ccccc2)N1	108	97	98	88	/	90	/	107
CN1CCN(C(=O)Nc2ccc(Cl)cc2)CC1	105	106	103	100	85	115	111	110
COc1ccc(C2=NN(/C=c3\s/c(=C(\C#N)C(=O)Nc4ccccc4)n(-c4ccccc4)c3=O)C(c3ccc(OC)cc3)C2)cc1 (centres undefined)	98	92	93	80	117	97	83	93
COc1cc(-c2c(C#N)c(N)nc3[nH]c(=S)[nH]c(=O)c23)cc(OC)c1OC	107	105	107	93	94	116	/	91
c1ccc(Nc2ccccn2)cc1	100	106	99	118	122	113	101	115
COC(=O)c1cc(O)c2c(c1C(=O)OC)C[C@H]1[C@@H]3CC=C4C[C@@H](O)CC[C@]4(C)[C@H]3CC[C@]21C	8.9*	40	67	62	50	-61*	26	67

# Results in SNB-19 (7 entries from above):
Molecule,SNB-19
COc1cc2oc(-c3cccc(NC(=O)c4cc(NC(=O)[C@H](C)NC(=O)OC(C)(C)C)ccc4Cl)c3)cc(=O)c2c(OC)c1OC,68
NC(=S)N/N=C/c1cn(-c2ccc(C(=O)O)cc2)nc1-c1ccc(C(=O)O)cc1,99
O=C1NC(=O)/C(=C/c2ccccc2)N1,98
CN1CCN(C(=O)Nc2ccc(Cl)cc2)CC1,103
COc1ccc(C2=NN(/C=c3\s/c(=C(\C#N)C(=O)Nc4ccccc4)n(-c4ccccc4)c3=O)C(c3ccc(OC)cc3)C2)cc1 (centres undefined),93
COc1cc(-c2c(C#N)c(N)nc3[nH]c(=S)[nH]c(=O)c23)cc(OC)c1OC,107
c1ccc(Nc2ccccn2)cc1,99

# Exported as labelled records: 2 of the compounds above.
COc1cc2oc(-c3cccc(NC(=O)c4cc(NC(=O)[C@H](C)NC(=O)OC(C)(C)C)ccc4Cl)c3)cc(=O)c2c(OC)c1OC
  SF-539: 82
  ACHN: 70
  SNB-19: 68
  SNB-75: 96
  A498: 52
  RXF 393: 59
  CAKI-1: 55
  SF-268: 71

O=C1NC(=O)/C(=C/c2ccccc2)N1
  SF-539: 108
  ACHN: 97
  SNB-19: 98
  SNB-75: 88
  A498: /
  RXF 393: 90
  CAKI-1: /
  SF-268: 107

# (list continues)
SMILES	SF-539	ACHN	SNB-19	SNB-75	A498	RXF 393	CAKI-1	SF-268
CCC(=O)c1ccc(OCCN(CC)CC)cc1	95	102	112	89	108	127	91	100
O=C1NC(=O)C(c2ccccc2)N1 (centres undefined)	105&97	104&102	99&99	88&82	90&94	116&110	91	98&99
N[C@@H]1CCC[C@H]1NCCCCN1C(=O)c2cccc3cc([N+](=O)[O-])cc(c23)C1=O	33	13	39	38	53	32	98	34
Cn1c(=O)c2nc(SCCO)n(C)c2n(C)c1=O	110	105	111	99	98	126	99	105
O=C(Cn1c(=O)ccn(CCCCCCCCOc2ccc(Br)cc2)c1=O)Nc1ccc(Oc2ccc(Cl)cc2)cc1	62	69	79	71	55	80	/	71
C=CCOC(=O)[C@@H]1CCCN1CC=C	103	104	104	99	103	104	102	102
O=[N+]([O-])c1ccc(Br)cc1	91	100	103	96	94	109	108	104
CC(=O)OCC(=O)NCCCOc1cccc(CN2CCCCC2)c1	103	99	104	105	103	116	96	101
CC1=NN(C2=NC(=O)C(CC(=O)Nc3ccccc3C(F)(F)F)S2)C(c2ccc(N(C)C)cc2)C1 (centres undefined)	40	36	54	55	79	12	71	47
N#Cc1ncc(-c2ccc(F)cc2F)c(NC2CCCCCC2)n1	82	81	76	50	80	77	75	82
COC(=O)/C=C/c1ccccc1OC(C)=O	110	103	106	69	89	119	101	98
COc1ccc(-c2nn(-c3cccc(Cl)c3)cc2-c2cc(-c3cccs3)[nH]c(=S)n2)cc1	69	48	45	67	/	57	12	62
Cc1ccc(-c2cc(-c3ccccc3)[nH]c(=O)c2C#N)cc1	82	79	84	99	85	101	82	93
C/C(=N\NC(=O)CSc1nc2ccccc2c(=O)n1Cc1ccc(S(N)(=O)=O)cc1)c1ccc(F)cc1	104	105	102	98	/	109	95	99
O=C1CC(c2ccc(F)cc2)c2snc(-c3ccc(F)cc3)c2N1 (centres undefined)	100	99	103	99	89	113	95	106
COc1cc2c(cc1OC)/C(=C\c1sc(Nc3ccc(O)cc3)nc1O)C(C(=O)O)=N2	-20*	38	24	-16*	103	25	27	54
CNC1=C([N+](=O)[O-])C(c2ccc(F)cc2OC)C(C#N)=C(c2ccc[nH]2)O1 (centres undefined)	96	100	100	92	83	100	88	101
Cn1cc(-c2csc(-c3cccc(F)c3)n2)c2cccnc21	-75*[100 µM]	-32*[100 µM]	-63*[100 µM]	-29*[100 µM]	-84*[100 µM]	-31*[100 µM]	-57*[100 µM]	-40*[100 µM]
O=[N+]([O-])c1nccn1C1OC(CO)C(O)C1O (centres undefined)	97	101	130	79	114	113	101	101
CCCc1cc(=O)n2c(C(=O)Nc3cccc(C(=O)OCC)c3)c(C(=O)Nc3ccc(F)cc3)sc2n1	34[30 µM]	39[30 µM]	44[30 µM]	26[30 µM]	8.7*[30 µM]	-27*[30 µM]	17[30 µM]	58[30 µM]
CC(=O)OCCO	104	105	110	85	109	105	104	106
CC(O)COc1ccc(C2CCCCC2)cc1 (centres undefined)	96&106	110&107	99&94	99&104	59&92	106&110	99&105	97&96
Cc1nc2ccccc2n2c(-c3cccc([N+](=O)[O-])c3)nnc12	101	96	93	79	104	102	82	101
O=C(O)c1cccc(N/C=C/C(=O)c2cc3cc(Br)ccc3oc2=O)c1	96	102	94	84	92	107	86	90
COc1cc(-c2nn(-c3cccc(NC(=O)c4ccc(Br)c(C)c4)c3)cc2-c2ccncc2)ccc1Cl	77	70	84	/	68	42	87	84
CC/C=C\C[C@H]1C/C=C2/C(=O)C=C[C@]2(C)C/C=C\CCCC(=O)O1	105	110	114	86	101	108	87	95
CSC(=CC(=O)c1ccco1)SC	108	112	100	94	93	/	107	98
CCCSSSCCC	96	101	97	94	93	115	97	100
Nc1c2c(=S)n(-c3ccccc3)c(=S)n(-c3ccccc3)c2nc(=NCc2ccccn2)n1-c1ccccc1	91	95	104	70	107	/	60	101
Cc1c(C(=O)NNC(=O)Nc2ccc(Cl)cc2)nnn1-c1ccc(F)cc1	102	99	94	75	90	95	82	99
NC(=O)OCCn1cc(-c2nc(-c3c[nH]c4ncccc34)cs2)c2ccccc21	34	38	42	11	-12*	46	34	50
Cc1ccc(S(=O)(=O)NC(=O)NC2C(O)OC(CO)C(O)C2O)cc1 (centres undefined)	101	98	105	93	107	114	95	98
O=C1c2cc(I)ccc2Oc2cc([N+](=O)[O-])ccc2N1c1ccc(F)cc1F	98	92	95	66	80	87	60	74
CC1C(=O)NC2=Nc3ccccc3C(=O)NN21 (centres undefined)	103	94	107	87	116	116	95	113
O=C(O)CCCC(=O)c1ccccc1	91	101	90	90	83	98	83	98
N=C([O-])c1ccccc1-c1[nH]c(-c2ccccc2)nc1-[n+]1ccccc1	95	103	94	81	93	99	103	103
COc1ccc(Nc2nnc(-c3ccc(Cl)cc3)o2)cc1	78	72	66	35	50	72	83	75
C=C(NC(=O)[C@H](C(C)C)N(C)c1cccc2[nH]ccc12)C(=O)OC	117	101	103	105	94	106	93	101
CC(=O)n1nc(C(=O)OC(C)C)c2cc(C)c(C)cc21	107	101	98	81	104	118	99	102
CC(=O)OC[C@H]1O[C@@H](OC(C)=O)[C@H](N2C(C(C)=O)=NN(c3ccc(Br)cc3)C2c2ccc(C)cc2)[C@@H](OC(C)=O)[C@@H]1OC(C)=O (some centres undefined)	77	52	69	75	60	/	55	58
NS(=O)(=O)c1ccc(NC(=O)c2ccc(N=Cc3c(O)[nH]c4ccccc34)cc2)cc1	102	98	102	95	112	114	91	116
C[C@@H]1C(=O)O[C@H]2[C@H]1CC/C(Cn1cc(-c3cc(C(F)(F)F)cc(C(F)(F)F)c3)nn1)=C\CC[C@@]1(C)O[C@@H]21	83	85	74	87	72	61	58	59
NC(=S)NN=C(c1ccc(O)cc1)c1ccc(O)cc1	95	90	94	85	97	103	85	89
N=C1SCC(=O)N1c1ncc(Cc2cccc(C(F)(F)F)c2)s1	90	70	65	80	94	117	68	72
C=C1CCC2C(C)(COC(=O)CC)C(OC(=O)CC)CCC2(C)C1C/C=C1/C(=O)OCC1OC(=O)CC (centres undefined)	-64*	-91*	62	-3.1*	81	-97*	19	39
O=C(Nc1ccsn1)c1ccc(Cl)cc1Cl	105	92	101	98	111	102	95	127
O=C(Nc1cc(S(=O)(=O)O)cc2cc(S(=O)(=O)O)cc(O)c12)c1ccccc1	121	102	106	94	132	112	82	110
Cc1ccc(C(=O)Nc2cccc(F)c2)cc1NC(=O)C1(c2ncnc3[nH]ccc23)CC1	73	99	120	96	105	92	/	95
